# RXFP1 agonist – RXFP1 (human) receptor agonism | AID 2676 | Potency, µM (series often up to 57.5 µM), for inactives: at the highest dose activation, usual class: activators | 370,000 compounds, 0.3% hits | Q9HBX9 | HEK293T-RXFP1 cAMP TR-FRET, 30 min; response scale: percent of porcine relaxin response, buffer zero; note: potency is the fitted concentration of half-maximal effect; % is set by controls: 0 for no effect and ±100 for the full control effect; nearly all actives have a fitted effect of over 60% in size; many of its hits are not listed in these tables
# Target sequence (Q9HBX9 whole entry, looked up): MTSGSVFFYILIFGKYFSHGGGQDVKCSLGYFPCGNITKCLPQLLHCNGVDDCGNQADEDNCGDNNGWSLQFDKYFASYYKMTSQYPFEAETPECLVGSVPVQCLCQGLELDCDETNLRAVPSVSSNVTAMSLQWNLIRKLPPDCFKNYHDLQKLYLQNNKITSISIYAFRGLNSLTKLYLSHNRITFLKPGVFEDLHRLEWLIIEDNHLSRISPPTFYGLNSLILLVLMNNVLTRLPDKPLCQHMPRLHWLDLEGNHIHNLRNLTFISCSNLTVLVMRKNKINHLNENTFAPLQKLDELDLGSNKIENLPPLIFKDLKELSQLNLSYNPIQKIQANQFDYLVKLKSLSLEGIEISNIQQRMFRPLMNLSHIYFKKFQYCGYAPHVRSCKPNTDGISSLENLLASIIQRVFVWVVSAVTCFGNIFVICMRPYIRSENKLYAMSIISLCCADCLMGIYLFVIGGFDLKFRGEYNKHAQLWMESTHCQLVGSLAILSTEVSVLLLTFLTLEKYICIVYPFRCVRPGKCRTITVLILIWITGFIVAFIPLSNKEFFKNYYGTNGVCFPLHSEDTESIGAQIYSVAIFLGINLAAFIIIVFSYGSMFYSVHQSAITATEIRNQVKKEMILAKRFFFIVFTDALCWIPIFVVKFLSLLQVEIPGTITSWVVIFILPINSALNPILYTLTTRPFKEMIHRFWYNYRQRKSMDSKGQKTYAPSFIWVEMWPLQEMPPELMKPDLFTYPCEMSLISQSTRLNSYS
#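 HEK293T cells stably expressing RXFP1 were pretreated with the PDE4 inhibitor Ro 20174, exposed to compounds for 30 min at 37C, lysed, and cAMP was read by TR-FRET. Data normalized to buffer (basal) and 29 nM porcine relaxin (100%).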
# D1 PAM – potentiators of human D1 dopamine receptor | potentiation, % at 10 µM | P21728 | HEK293 TREx D1 cells, calcium flux, dopamine EC20 potentiation | 360,000 compounds, 0.036% hits; in the data active = potentiation above about 30%; note: 0% is about no effect
# Vif-A3F inh – blocks the Vif interaction with APOBEC3F. HeLa A3F-eYFP + Vif (tagged APOBEC3F with the HIV-1 protein that degrades it), YFP fluorescence increase. Potency, µM (top dose mostly 46.1 µM), for the others: top-dose activity, negative = active. 390,000 compounds, 0.2% hits. AID 602313; note: potency is the fitted concentration of half-maximal effect; % of control where 0% means no effect; nearly all actives have a fitted effect of over 65% in size
#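 HeLa cells stably expressing Vif plus C-terminally eYFP-tagged A3F were seeded, incubated overnight at 37 deg C, dosed with compound, incubated overnight again at 37 deg C. Yellow fluorescence (Ex 488/Em 500-530) reported blocked Vif-mediated A3F-eYFP degradation.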
# D2 potentiator – positively modulates the human D2 dopamine receptor allosterically | potentiation, % at 10 µM | HEK293 T-REx D2, calcium flux, EC20 dopamine potentiation | 340,000 compounds, 0.34% hits;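 active = potentiation over 3 SD above the plate norm, cut at about 30% in these data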; note: 0% is about no effect
#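 Potentiation of an EC20 dopamine calcium response measured kinetically over 180 s, after a preceding 180 s compound-only read flagging agonists. Cells: inducible Hek293 Trex D2 line, 4000/well, cultured overnight at 30 C before dye loading.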
# D1 antag – antagonists of human D1 dopamine receptor. 360,000 compounds, 3.2% hits. activity change, negative = inhibition, % at 10 µM. HEK293 TREx D1 cells, calcium flux, dopamine EC80; active compounds read low. P21728; in the data active = activity change below about -30%; note: % is set by controls: 0 for no effect and ±100 for the full control effect
#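 Calcium flux readout: force-coupled, inducible Hek293 Trex D1 line, cells induced overnight at 30 C with tetracycline, dye-loaded 30–90 min at RT. Antagonism scored against EC80 dopamine challenge given 180 s after compound.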
# GRP78 ERSR act – ER stress response induction in glioma. 420,000 compounds, 0.02% hits. AID 602332. U87-MG GRP78 promoter luciferase reporter, 16 h. Potency, µM, inactives show top-dose activation, usual class: activators; note: potency is the fitted concentration of half-maximal effect; series mostly up to about 76 µM; % of control where 0% means no effect; nearly all actives have a fitted effect of over 35% in size
#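 Stably transfected U87-MG glioma cells carrying a GRP78-based luciferase sensor; 16 h compound incubation. Luminescence end-point read 10 min after Bright-Glo addition at room temperature.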
# D1 ag – activates the human D1 dopamine receptor | activation, % at 2 µM | HEK293 T-REx D1 cells, calcium flux, agonist mode | P21728 | 360,000 compounds, 1% hits; in the data active = activation above about 30%; note: 0% is about no effect
#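 Tetracycline-induced HEK293 TREx D1 cells, force-coupled to calcium signalling, were dye-loaded with a no-wash calcium kit. Compound was pin-added after a 10 s baseline. Fluorescence was read kinetically at 1 cycle/s for 180 s, with calcium rises flagged as agonism.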
# RXFP1 antag – antagonists of human relaxin receptor RXFP1; Q9HBX9; HEK293-RXFP1, relaxin-stimulated cAMP HTRF, 30 min; active compounds read low; AID 1259400; 350,000 compounds, 0.59% hits; activity change, negative = inhibition, % at 57.5 µM;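 active = activity change of -60% or lower, but not beyond a set lower limit; inconclusive = change between -60% and -40%, or beyond the set limit; inactive = change above -40%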; note: % is set by controls: 0 for no effect and ±100 for the full control effect
# Vif-APOBEC3G blk – inhibitors of Vif-APOBEC3G interaction. Q9HC16. HeLa A3G-eYFP + Vif (tagged APOBEC3G with the HIV-1 protein that degrades it), YFP fluorescence, overnight. Potency, µM (top dose mostly 46.1 µM), without a hit: at the highest dose activity, negative = active, hits mostly inhibitors. 410,000 compounds, 0.076% hits;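 note: potency is the fitted concentration of half-maximal effect; % is set by controls: 0 for no effect and ±100 for the full control effect; nearly all actives have a fitted effect of over 60% in size; hits raise eYFP signal because A3G escapes Vif-driven loss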
# Target sequence (Q9HC16 whole entry, looked up): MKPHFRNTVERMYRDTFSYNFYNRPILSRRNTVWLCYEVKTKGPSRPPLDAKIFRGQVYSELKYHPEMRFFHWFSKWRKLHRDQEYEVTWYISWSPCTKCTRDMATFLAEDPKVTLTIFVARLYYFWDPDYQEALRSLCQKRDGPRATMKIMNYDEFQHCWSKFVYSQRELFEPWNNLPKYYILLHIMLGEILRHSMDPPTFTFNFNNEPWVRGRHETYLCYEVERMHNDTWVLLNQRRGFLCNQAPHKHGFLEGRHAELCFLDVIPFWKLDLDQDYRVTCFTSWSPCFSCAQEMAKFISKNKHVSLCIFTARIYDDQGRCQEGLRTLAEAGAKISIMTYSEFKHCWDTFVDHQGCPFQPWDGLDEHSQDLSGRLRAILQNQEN
#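 HeLa cells stably expressing Vif and C-terminally eYFP-tagged A3G, seeded overnight at 37 deg C, then exposed to compound by pintool overnight at 37 deg C. Rise in yellow fluorescence (Ex 488/Em 500-530, Acumen) marks blocked Vif-driven A3G degradation.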
# * marks the source's active call; other numbers are inactive results; ? = inconclusive; / = not tested or not shown. Unless noted, calls come from the whole dose curve; as a rule, active = well fitted curve in the direction sought with a large enough effect; inconclusive = small, poorly fitted or top-dose-only effect, or another doubt; inactive = no such curve, though single readings can be large; an effect the other way counts as inactive or inconclusive. Some of the compounds tested (hit frequency here may not be typical).
# Sequence of screens – GRP78 ERSR act	RXFP1 antag	Vif-APOBEC3G blk	Vif-A3F inh	D1 ag	D2 potentiator	RXFP1 agonist	D1 PAM	D1 antag
CCn1c(SCC(=O)N2CCC(C)CC2)nc2c(c1=O)SCC2
    ?	-4	-4%	2%	9	1	-3.2%	3	-4
Cc1ccccc1C(=O)NC(=S)Nc1ccc(S(=O)(=O)N2CCOCC2)cc1
    2%	-2	2%	5%	6	-13	-1.2%	-4	-3
O=C1CCCN1C(=O)CSc1nnnn1-c1cccc(F)c1
    -3%	-2	0%	1%	/	/	/	/	/
Clc1ccc2c(c1)-c1nnc(Br)n1-c1ccccc1S2
    -2%	-12	-7%	7%	0	7	0.9%	-4	-4
CCOc1ccc(NC(=S)NC(=O)/C=C/c2ccc(OC)cc2)c([N+](=O)[O-])c1
    1%	/	0%	-9%	1	-4	-0.2%	-23	-5
O=C(NCCN1CCOCC1)/C(=C\c1ccc(Br)cc1)NC(=O)c1cccs1
    -4%	-18	-1%	-1%	2	2	-0.7%	-5	-2
Cc1nnc(SCC(=O)Nc2ccc(S(=O)(=O)Nc3ccc(Cl)nn3)cc2)s1
    -1%	1	4%	-3%	1	5	1.5%	-3	-2
Cc1ccc(S(=O)(=O)N2C[C@H]3n4c(=O)ccc(=O)n4C[C@H](OC(=O)NCc4ccccc4)[C@@]3(O)C2)cc1
    -12%	3	?	-2%	/	/	/	/	/
COC(=O)C1C(=O)NC(SC)=C(C#N)C1c1ccccc1F (configuration not stated)
    -3%	8	3%	-5%	-1	23	0.8%	-10	-3
Cc1nc2ccccc2c2oc(C(=O)NCCCN3CCC(C)CC3)cc12
    -3%	-3	10%	4%	0	-26	2.5%	0	-13
CC(C)OCCCNC(=O)C1CC(=O)N(C2CCCCCCC2)C1 (configuration not stated)
    -1%	2	0%	2%	-1	4	1.7%	5	1
CC1(c2ccc(Cl)cc2)NC(=O)N(CC(=O)Nc2ccc(N3CCCCC3)cc2)C1=O (configuration not stated)
    -5%	-7	-7%	-15%	2	-3	0.5%	5	6
COc1ccc(-c2nc3c(C(=O)NCCN(C)C)cccc3c3ccccc23)cc1
    6%	-21	2%	6%	/	/	/	/	/
O=C(N/N=C/c1cccc([N+](=O)[O-])c1)c1ccncc1
    3%	2	-4%	0%	4	-15	7.8%	-3	-7
O=C(COC(=O)CN1C(=O)c2cccc([N+](=O)[O-])c2C1=O)NC1CCS(=O)(=O)C1 (configuration not stated)
    -3%	-2	0%	1%	4	8	-2.8%	7	5
CC(C)N(Cc1ccccc1)C(=S)Nc1ccccc1F
    -6%	12	2%	-1%	2	6	-2.4%	5	4
CCOc1ccc(S(=O)(=O)N2CCCCC2)cc1NC(=O)Cc1cccs1
    -1%	-12	2%	-1%	2	7	1.3%	-1	44
Cc1ccc(C(=O)CC(C(=O)O)c2cn(CCC#N)c3ccccc23)cc1 (configuration not stated)
    0%	/	0%	-2%	0	3	-0.3%	2	-9
O=C(CCC(=O)c1ccc(Oc2ccccc2)cc1)Nc1cccc(Cl)c1Cl
    -7%	9	13%	-22%	21	7	-0.4%	-7	-16
Cn1cc(C(=O)Nc2ccc(F)c(Cl)c2)cn1
    8%	-3	-2%	3%	3	4	0.9%	2	17

# Going on with the list.
# Sequence of screens – GRP78 ERSR act	RXFP1 antag	Vif-APOBEC3G blk	Vif-A3F inh	D1 ag	D2 potentiator	RXFP1 agonist	D1 PAM	D1 antag
COc1ccccc1-c1noc(-c2ccc(NCCc3ccccc3)c([N+](=O)[O-])c2)n1
    0%	/	3%	7%	5	6	?	-2	3
COc1cccc(NC(=O)c2ccc(S(=O)(=O)N3CCCC3)cc2)c1
    -4%	7	-9%	-3%	6	-1	3.3%	/	-17
CC(C)c1nc(SCC(=O)N2CCN(c3ccccc3)CC2)c2c(=O)n(C)c(=O)n(C)c2n1
    3%	7	-1%	1%	1	11	0.6%	-3	-15
COc1ccc(-c2nnn(CC(=O)N(CC(=O)NCCC(C)C)Cc3cccs3)n2)cc1OC
    -6%	16	2%	-8%	0	-3	2.6%	1	1
CCCOc1ccc(-c2nc(-c3ccc([N+](=O)[O-])cc3)cs2)cc1
    -9%	3	-37%	-10%	6	-3	4.5%	-3	-11
CC(C)CC(c1nnnn1C1CCCCC1)N1CCN(c2ncccn2)CC1 (configuration not stated)
    -6%	-7	1%	1%	5	-1	1.6%	-3	2
COc1ccc(C(CNC(=O)c2ccc(Cl)c(NC(=O)c3cccs3)c2)N2CCCC2)cc1 (configuration not stated)
    -3%	-12	-2%	3%	7	-26	0.1%	-3	-14
Cc1ccc(S(=O)(=O)NC(=O)NCCCN2CCOCC2)cc1
    -5%	-12	-3%	-12%	2	10	3.5%	-10	-56*
O=C(COC(=O)c1cc(-c2ccccc2)nc2ccccc12)NC1CC1
    4%	4	-8%	2%	/	/	/	/	/
Nc1nc(Sc2ccc([N+](=O)[O-])cc2[N+](=O)[O-])n[nH]1
    5%	/	-11%	2%	2	8	-1.3%	4	12
CC(=O)Nc1sc(C)c(C)c1C(=O)OCC(=O)Nc1ccccc1
    0%	-1	?	11µM*	0	-9	1.1%	-2	22
Cc1ccc2c(c1)NC(=O)C(CC(=O)NCCCN1CCCCC1)O2 (configuration not stated)
    -2%	11	4%	-5%	2	-11	-0.1%	/	10
COCCN(C(=O)CNC(=O)c1ccco1)C(C(=O)NC1CCCC1)c1ccccc1 (configuration not stated)
    -4%	-3	0%	3%	0	/	-3.2%	-5	-5
CC(=O)c1ccc(CCCc2ccc(C(C)=O)cc2)cc1
    4%	-13	4%	1%	/	/	/	/	/
CSc1cccc(NC(=O)CNS(=O)(=O)c2ccccc2)c1
    -4%	3	3%	1%	2	-6	-1.4%	-4	-15
COc1ccccc1NC(=O)CN1C(=O)CCSc2ccccc21
    -4%	/	-1%	-4%	2	3	1.8%	-1	11
COc1cccc(C(=O)Nc2ccccc2C(=O)OCc2cc(=O)n3c(C)csc3n2)c1
    -4%	0	8%	4%	0	-1	-0.6%	0	14
[O-]/C(=C(\C(=S)Nc1cccc2ccccc12)[n+]1ccccc1)c1ccc(OC(F)F)cc1
    10%	-12	-6%	-10%	1	-3	2.4%	5	-12
Cn1c(=O)cc(SCC(=O)NCc2cccnc2)c2ccccc21
    0%	5	0%	7%	0	-7	6.6%	-2	0
CCCc1ccc(S(=O)(=O)N2CCN(C(C)C(=O)NC3CCCC3)CC2)cc1 (configuration not stated)
    -3%	-10	1%	5%	0	-2	1.1%	-3	-3

# Remaining list, next part.
# Sequence of screens – GRP78 ERSR act	RXFP1 antag	Vif-APOBEC3G blk	Vif-A3F inh	D1 ag	D2 potentiator	RXFP1 agonist	D1 PAM	D1 antag
O=C(c1ccco1)N1CCN(C(=O)c2cc3c(=O)oc4ccccc4c3s2)CC1
    -2%	7	4%	-2%	1	9	3.7%	-8	2
COc1cccc(NC(=O)CCNS(=O)(=O)c2cccc3nonc23)c1
    -2%	2	-6%	-6%	6	6	1.0%	/	9
COCCn1c(SCC(=O)c2cc(C)n(C)c2C)nc2ccccc2c1=O
    9%	10	0%	12%	0	4	1.3%	4	-2
CC(C)C(NS(=O)(=O)c1cccc2nsnc12)C(=O)NC1CCCCC1 (configuration not stated)
    3%	14	0%	-2%	0	-8	-0.9%	-6	-6
CC1=C(C(=O)Nc2ccc(F)cc2F)C2(CCN(C(C)C)CC2)OC1=O
    -3%	/	0%	2%	1	-4	-2.1%	-3	7
O=C(CCCCCn1c(=O)[nH]c2ccsc2c1=O)N1CCCCC1
    -3%	-2	1%	-8%	0	6	2.6%	0	-11
Cc1cccc(-n2c(C)c(-c3ccccc3)[nH]c2=S)c1
    -4%	-4	2%	-10%	2	-5	1.1%	2	0
COc1ccc(-c2csc(N3CCC(C(N)=O)CC3)n2)cc1
    3%	/	-4%	-1%	-1	/	4.0%	-5	-21
CC1CCN(C(c2cc3cc4c(cc3[nH]c2=O)OCO4)c2nnnn2CC2CCCO2)CC1 (configuration not stated)
    -1%	-2	1%	-18%	2	-2	2.6%	2	-9
O=C(c1ccc([N+](=O)[O-])o1)N1CCOCC1
    -6%	-7	3%	8%	4	12	0.8%	2	-13
Cc1ccc(NC(=O)N2CCCC2C(=O)NCCc2ccccc2)cc1 (configuration not stated)
    4%	6	-5%	-1%	0	-6	1.1%	0	-14
CCc1ccc(/C=C2\SC(N3CCOCC3)=NC2=O)cc1
    2%	12	1%	8%	-2	1	-4.9%	5	11
Cc1cc(Cl)ccc1NC(=S)NCc1ccc(Cl)cc1
    -3%	-4	0%	/	18	-13	-6.6%	-6	-21
Cc1cccc(NC(=O)c2cc(S(=O)(=O)NCCc3ccccc3)ccc2F)c1C
    0%	-14	-4%	-17%	-4	15	3.9%	3	-6
O=C(O)CCn1cc(/C=C2\NC(=S)N(c3ccccc3)C2=O)c(-c2ccc(Br)cc2)n1
    -1%	4	-2%	8%	0	-3	-0.3%	-3	22
CCOC(=O)c1sc2ncn(/N=C/c3ccc(O)c(OC)c3)c(=O)c2c1C
    -5%	-14	1%	2%	2	1	2.6%	1	-24
COC(=O)C(C)n1cnc2c(nnn2-c2ccc(OC)cc2)c1=O (configuration not stated)
    7%	-3	0%	-1%	3	-7	-1.4%	-7	4
O=C(NCCCN1CCOCC1)c1ccc2c(c1)N(Cc1c(F)cccc1Cl)C(=O)c1ccccc1S2
    -4%	-14	1%	4%	6	4	-2.6%	-12	17
O=S1(=O)CC(N2CCOCC2)c2ccccc21 (configuration not stated)
    -2%	-2	-3%	5%	7	-1	-0.3%	1	-10
CCOc1ccc(C2C(C(=O)Nc3ccc(C)cc3C)=C(C)Nc3c(C(=O)Nc4ccc(C)cc4)cnn32)cc1OC (configuration not stated)
    -4%	-10	-10%	-14%	2	2	2.6%	-2	3

# 2 entries drawn at random from those above:
# Sequence of screens – GRP78 ERSR act	RXFP1 antag	Vif-APOBEC3G blk	Vif-A3F inh	D1 ag	D2 potentiator	RXFP1 agonist	D1 PAM	D1 antag
COc1ccc(-c2csc(N3CCC(C(N)=O)CC3)n2)cc1
    3%	/	-4%	-1%	-1	/	4.0%	-5	-21
Cc1ccc(NC(=O)N2CCCC2C(=O)NCCc2ccccc2)cc1 (configuration not stated)
    4%	6	-5%	-1%	0	-6	1.1%	0	-14

# Screening data (PubChem)
